From PubChem BioAssay
TDP1 cell noCPT: qHTS for Inhibitors of human tyrosyl-DNA phosphodiesterase 1 (TDP1): qHTS in cells in absence of CPT; AID 686978, 2013; DT40 Tdp1-/- hTDP1 cells, no CPT, ATP luminescence, 48 h; 420,000 compounds, 15% hits; Potency, µM (highest dose often 46.2 µM), inactives show top-dose activity change, negative = growth inhibition, actives largely listed as inhibitors; note: nearly all actives have a fitted effect of over 55% in size
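Chicken DT40 Tdp1-/- cells stably complemented with human TDP1 were seeded at 400 cells/well with DMSO in place of 20 nM camptothecin. After compound pinning, cells grew at least 48 hr at 37 °C; viability read by CellTiter-Glo luminescence.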
DT40 TDP1 CPT: qHTS for Inhibitors of human tyrosyl-DNA phosphodiesterase 1 (TDP1): qHTS in cells in presence of CPT | chicken DT40 Tdp1-/-;hTDP1 cells + 20 nM CPT, ATP luminescence, 48 h | Potency, µM (doses to about 46.2 µM), for inactives: at the highest dose activity change, negative = growth inhibition, hits mostly inhibitors | 420,000 compounds, 12% hits | AID 686979, 2013; note: nearly all actives have a fitted effect of over 55% in size
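Chicken DT40 Tdp1-/- cells complemented with human TDP1, 400 cells/well, exposed to compounds plus 20 nM camptothecin for at least 48 h at 37 C; viability read as ATP content by CellTiter-Glo luminescence.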
GCN5L2 inh: qHTS Assay for Inhibitors of GCN5L2; Histone acetyltransferase KAT2A (Homo sapiens), Q92830; GCN5L2 HAT assay, ThioGlo1 CoA-SH fluorescence; Potency, µM (titrated, usually from 58.9 µM), without a hit: top-dose activity change, negative = inhibition, actives largely listed as inhibitors; 390,000 compounds, 0.21% hits; AID 504327, 2011
Target sequence (Q92830 whole entry, looked up): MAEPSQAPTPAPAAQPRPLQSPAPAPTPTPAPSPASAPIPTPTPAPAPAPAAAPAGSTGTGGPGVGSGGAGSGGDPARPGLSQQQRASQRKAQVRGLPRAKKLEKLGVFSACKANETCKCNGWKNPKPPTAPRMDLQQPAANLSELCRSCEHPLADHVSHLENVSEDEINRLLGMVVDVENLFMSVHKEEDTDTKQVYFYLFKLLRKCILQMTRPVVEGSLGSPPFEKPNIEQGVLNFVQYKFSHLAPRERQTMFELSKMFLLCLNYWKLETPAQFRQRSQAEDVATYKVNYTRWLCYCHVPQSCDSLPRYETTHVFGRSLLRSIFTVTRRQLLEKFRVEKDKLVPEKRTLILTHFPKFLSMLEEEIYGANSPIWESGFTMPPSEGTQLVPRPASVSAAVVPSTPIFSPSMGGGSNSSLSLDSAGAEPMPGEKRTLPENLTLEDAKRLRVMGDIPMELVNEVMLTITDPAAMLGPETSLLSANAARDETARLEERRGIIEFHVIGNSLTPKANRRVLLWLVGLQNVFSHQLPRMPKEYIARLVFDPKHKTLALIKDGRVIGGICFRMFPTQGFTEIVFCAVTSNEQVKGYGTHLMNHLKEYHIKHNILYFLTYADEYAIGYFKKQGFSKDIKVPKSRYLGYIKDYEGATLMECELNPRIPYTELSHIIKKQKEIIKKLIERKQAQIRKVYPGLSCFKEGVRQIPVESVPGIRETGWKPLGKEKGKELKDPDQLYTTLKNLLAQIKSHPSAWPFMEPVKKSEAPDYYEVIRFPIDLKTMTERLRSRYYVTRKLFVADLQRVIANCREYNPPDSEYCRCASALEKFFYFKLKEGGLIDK
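Titration-based screen in which CoA formation is detected via maleimide probe ThioGlo1 (50uM) turning fluorescent on thiol reaction; substrates H3(1-25) 75uM and acetyl-CoA 70uM, GCN5L2 20nM, 20 min incubation at room temperature.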
Numbers without * were called inactive; ? = inconclusive; . = no result given; & = joins results of further samples; [ ] = remark or other dose. Calls come from the whole dose curve; as a rule, active = well fitted curve in the direction sought with a large enough effect; inconclusive = small, poorly fitted or top-dose-only effect, or another doubt; inactive = no such curve, though single readings can be large; an effect the other way counts as inactive or inconclusive. % is set by controls: 0 for no effect and ±100 for the full control effect; potency is the fitted concentration of half-maximal effect. Rows were taken by chance (roughly 18% active in at least one column).

Start of the listing, in advance (7 entries):
SMILES	TDP1 cell noCPT	DT40 TDP1 CPT	GCN5L2 inh
Cc1ccc(N/C=C(\[N+](=O)[O-])S(=O)(=O)c2ccccc2)cc1	-2%	12%	-2%
Cc1ccc(C)c(NC(=O)CN(C)C(=O)/C=C/c2ccco2)c1	-7%	0%	?
Cc1c(NC(=O)c2ccc3c4c(cccc24)CC3)c(=O)n(-c2ccccc2)n1C	-19%	?	-3%
CC1(C)Cc2nc(-c3ccccc3)nc(SCC(O)CO)c2CO1 (stereo unspecified)	?	-22%	-1%
COc1cc(OC)c(C2C(C#N)=C(N)OC3=C2C(=O)CC(C)C3)cc1OC (stereo unspecified)	-21%	-19%	1%
CCOC(=O)C1CCCN(c2c(C(=O)c3ccc(OCC)cc3)cnc3ccccc23)C1 (stereo unspecified)	?	18µM*	-15%
O=c1c2ccccc2nnn1Cc1cccc2ccccc12	15%	7%	1%

Main list (from the top)
SMILES	TDP1 cell noCPT	DT40 TDP1 CPT	GCN5L2 inh
Cc1ccc(N/C=C(\[N+](=O)[O-])S(=O)(=O)c2ccccc2)cc1	-2%	12%	-2%
Cc1ccc(C)c(NC(=O)CN(C)C(=O)/C=C/c2ccco2)c1	-7%	0%	?
Cc1c(NC(=O)c2ccc3c4c(cccc24)CC3)c(=O)n(-c2ccccc2)n1C	-19%	?	-3%
CC1(C)Cc2nc(-c3ccccc3)nc(SCC(O)CO)c2CO1 (stereo unspecified)	?	-22%	-1%
COc1cc(OC)c(C2C(C#N)=C(N)OC3=C2C(=O)CC(C)C3)cc1OC (stereo unspecified)	-21%	-19%	1%
CCOC(=O)C1CCCN(c2c(C(=O)c3ccc(OCC)cc3)cnc3ccccc23)C1 (stereo unspecified)	?	18µM*	-15%
O=c1c2ccccc2nnn1Cc1cccc2ccccc12	15%	7%	1%
Cc1ccc(C)c(NC(=S)NCCc2ccc(S(N)(=O)=O)cc2)c1	0%	-11%	.
Cc1ccn2c(=O)nc(SCC(=O)NCc3ccc4c(c3)OCO4)nc2c1	-46%	-23%	-15%
CC1=NN(c2ccccc2)C(=O)/C1=C/c1ccc(-c2ccc(C)c(C(=O)O)c2)o1	?	3%	.
COC(=O)c1ccc2nc(-c3cccc(Cl)c3)c(Cc3ccccc3)n2c1	10µM*	21µM*	.
CC(C)C1C(=O)N(Cc2cn(CCC3OCCCO3)nn2)CCS(=O)(=O)N1Cc1ccc(-c2ccncc2)cc1 (stereo unspecified)	?	?	.
O=C(CC1SC(N2CCOCC2)=NC1=O)Nc1ccccc1Cl (stereo unspecified)	15%	-1%	-1%
Cc1cc2cc(CCNC(=O)CC(C)(C)C)c(=O)[nH]c2cc1C	?	?	-35%
Cc1cc(Br)cn2c(Cc3ccccc3)c(-c3ccc(C#N)cc3)nc12	?	18µM*	.
C#CCOCCOCCOCCNc1nc(N2CCN(C(=O)Cn3cc(CCCN=C(N)N)nn3)CC2)nc(N2CCN(C(=O)[C@H](C(C)C)n3cc(CCO)nn3)CC2)n1	14%	-5%	0%
Cc1ccc(Sc2ccc(CN3CCCC3)cc2[N+](=O)[O-])cc1	5.8µM*	6.5µM*	-5%
O=C(NC12CCC(O)C(SC1)/C2=N/O)c1ccccc1 (stereo unspecified)	-4%	-2%	0%
COCCn1c(C)cc(O)c(C(c2ccccc2Cl)N2CCCCC2)c1=O (stereo unspecified)	2%	0%	-2%
O=C(COC(=O)c1ccccc1-n1cnnn1)c1ccc(Br)cc1	13%	-7%	-6%
COc1ccc(NC(=O)C2CC(c3ccc(OC)c(OC)c3)=NO2)cc1OC (stereo unspecified)	-26%	3%	-24%
CN(C)CCN1CCN(C2CN(Cc3cn(Cc4ccc(F)cc4)nn3)S(=O)(=O)C2)CC1 (stereo unspecified)	-19%	-5%	.
O=C(/C=C/c1ccco1)OCn1nnc2ccccc2c1=O	0%	0%	-17%
O=C1Nc2cc(S(=O)(=O)N3CCCC3)ccc2N2CCCC12 (stereo unspecified)	-17%	?	-9%
COC(=O)c1ccc2nc(-c3ccc(Cl)cc3)c(Cc3cccc(Cl)c3)n2c1	18µM*	?	.
Cc1nnc(SCC(=O)N(Cc2ccccc2)C(C)C)n1-c1ccccc1	?	-2%	3%
COCCCNc1oc(/C=C/c2cc(OC)c(OC)c(OC)c2)nc1C#N	23µM*	?	-18%
CC(=O)S[C@@H]1CC2=CC(=O)CC[C@]2(C)[C@H]2CC[C@@]3(C)[C@@H](CC[C@@]34CCC(=O)O4)[C@H]12	5.8µM*	7.3µM*	.
C/C(=N\c1nc2ccccc2n1C)c1cc(Cl)ccc1O	-19%	-3%	-1%
c1ccc2c(C(c3c[nH]c4ccccc34)c3c[nH]c4ccccc34)c[nH]c2c1	?	?	.

Three records picked at random from those above:
SMILES	TDP1 cell noCPT	DT40 TDP1 CPT	GCN5L2 inh
COc1cc(OC)c(C2C(C#N)=C(N)OC3=C2C(=O)CC(C)C3)cc1OC (stereo unspecified)	-21%	-19%	1%
C#CCOCCOCCOCCNc1nc(N2CCN(C(=O)Cn3cc(CCCN=C(N)N)nn3)CC2)nc(N2CCN(C(=O)[C@H](C(C)C)n3cc(CCO)nn3)CC2)n1	14%	-5%	0%
O=c1c2ccccc2nnn1Cc1cccc2ccccc12	15%	7%	1%

(continued)
SMILES	TDP1 cell noCPT	DT40 TDP1 CPT	GCN5L2 inh
COC(=O)C1C(=O)c2c(n[nH]c2C)CC1(C)C (stereo unspecified)	1%	0%	-6%
O=C1CC2CS(=O)(=O)CC2N1c1ccc(Cl)cc1Cl (stereo unspecified)	-5%	4%	-4%
Cc1cccc(CSc2nnc(-c3cccs3)n2Cc2ccco2)c1	?	?	?
O=C(CNC(=O)c1cc(S(=O)(=O)N2CCCCC2)ccc1N1CCOCC1)Nc1ccc(F)c(F)c1	-28%	-8%	1%
CCCC1NC(=O)c2cccnc2-n2c1nc1ccc(Br)cc1c2=O (stereo unspecified)	?	-8%	.
CC(C)[C@H](NC(=O)[C@@H]1Cc2ccccc2CN1)C(=O)NC1CCCCC1	17%	-19%	0%
Cc1ccc(CN(c2ccc(C(=O)N3CCCC3)cc2)S(C)(=O)=O)cc1	?	-26%	0%
Cc1ccc(S(=O)(=O)N2CCOCC2)cc1NC(=O)CSc1nnc(COc2ccccc2F)n1N	-22%	-20%	.
CC1(C)CC(=O)C2=C(C1)OC1=C(C(=O)CC(C)(C)C1)C2c1ccc(O)cc1O	4µM*	2µM*	-14%
O=C(CCNC(=O)c1ccc(Br)cc1)Nc1cc(Cl)ccc1-n1cncn1	?	?	-9%
COc1ccc(NC(=O)CSc2nnc(-c3ccoc3C)n2CCc2ccccc2)cc1	?	?	-15%
CC(C)C(=O)N1CCC1(C)C(=O)Nc1cc(-c2ccccc2)nn1C (stereo unspecified)	-28%	?	.
Cc1ccccc1-n1c(SCC(=O)N/N=C/C=C/c2ccccc2[N+](=O)[O-])nc2ccccc2c1=O	?	?	-3%
CCn1c(CN2CCCCC2)nc2cc(NC(=O)c3cc(OC)c(OC)c(OC)c3)ccc21	?	?	-1%
COc1ccc(-c2nc3ccccn3c2C=O)cc1	-28%	-29%	-3%
Cc1ccc2nc(SCC(=O)Nc3cccc([N+](=O)[O-])c3)[nH]c2c1	-23%	-28%	-5%
CC(C)(C)NS(=O)(=O)c1ccc(-c2csnn2)s1	-18%	-9%	-5%
COc1ccc(N2CCN(C(=O)CN3C(=O)CSc4c3c(C)nn4-c3ccccc3)CC2)cc1	?	?	-3%
CCCNC(=O)/C(C#N)=C1\N=C(NC(=O)c2cccs2)c2ccccc21	-5%	-1%	-8%
O=C1CCCC(O)=C1C=Nc1cccc(C(F)(F)F)c1	5%	4%	-2%
CCOC(=O)N1CCC(NC(=O)C2CCCN(Cc3nc(-c4cccc(Cl)c4)oc3C)C2)CC1 (stereo unspecified)	0.73µM*	0.82µM*	-13%
OCC[C@@H]1C[C@H](O)[C@@H](O)[C@@]2(OCCCc3cc(Cl)ccc32)O1	-3%	-4%	.
Cc1cc(C)cc(OCC(=O)N(Cc2cccs2)c2ccc(Cl)cc2)c1	?	?	-15%
COc1ccccc1C(=O)O/N=C(/c1ccncc1)c1ccc([N+](=O)[O-])cc1	-2%	-5%	-5%
O=C1C2C3C=CC(C3)C2S(=O)(=O)C2C3C=CC(C3)C12 (stereo unspecified)	-5%	-9%	.
CCN(C(=O)CSc1nc2ccccc2nc1Cc1ccc(F)cc1)c1cccc(C)c1	?	?	-6%
O=c1ccn([C@@H]2O[C@H](CNCc3c(OCc4ccccc4F)ccc4ccccc34)[C@@H](O)[C@H]2O)c(=O)[nH]1	?	16µM*	.
O=C(NCCNc1ccc([N+](=O)[O-])cc1)c1cccc2c(Br)cccc12	?	?	0%
CCOC(Cn1c(SCc2cc(C(C)=O)ccc2OC)nc2ccccc2c1=O)OCC	-4%	1%	-1%
NC(=O)CCn1c(C(=O)c2cccc([N+](=O)[O-])c2)c2ccccc2[n+]1[O-]	-10%	-19%	0%
Cc1cc(NC(=O)Nc2cccc3ccccc23)no1	?	9.2µM*	1%&-10%
Cn1nnc(NC(=S)NC(=O)c2ccc3ccccc3c2)n1	-51%	-14%	.
CCN(CC)c1ccc(NC(=O)CN2CCN(CC(=O)Nc3ccccc3F)CC2)cc1	?	?	-5%
O=C(NCc1cccnc1)c1cc(C(=O)C2CC2)c[nH]1	18%	31%[activator]	-3%
COc1cccc(CNC(=O)COC(=O)c2ccc(N3CCCC3=O)cc2)c1	3%	6%	.
CCCCN(C(=O)Cn1ncc(Cl)c(Cl)c1=O)c1c(N)n(CC(C)C)c(=O)[nH]c1=O	?	?	?
CN1CCC(N2CCN(C3CN(C4CCCCC4)S(=O)(=O)C3)CC2)CC1 (stereo unspecified)	1%	6%	.
CN(CC(=O)Nc1ccc(Br)cc1)S(=O)(=O)c1cccc2nsnc12	?	?	-4%
COc1cccc(C2CC(c3ccc(C)cc3)=NN2C(=O)c2ccccc2F)c1OC (stereo unspecified)	?	?	-8%
O=C(Nc1ccc2c(c1)OCO2)c1ccncc1	-18%	-16%	0%
c1ccc(C2=NNC(=NC3CC3)SC2)cc1	18µM*	?	1%
CC(O)CNc1nc(N)[nH]c(=O)c1N=Nc1ccccc1 (stereo unspecified)	3%	19%	.
CCOc1ccc2nc(NC(=O)CSc3ccc(Cl)cc3)sc2c1	?	?	-23%
O=C(CS(=O)(=O)c1cccc2nsnc12)N1CCN(c2cccc(Cl)c2)CC1	?	?	7%
COC(=O)C(Cc1c[nH]c2ccccc12)NC(=O)C(=O)c1c[nH]c2ccccc12 (stereo unspecified)	-4%	-21%	1%
O=C(c1cc2ccccc2o1)N1CCN(Cc2ccc3c(c2)OCO3)CC1	-6%	-3%	0%
Cc1ccc2c(c1)C(c1ccc(O)cc1)(c1ccc(O)cc1)C(=O)N2C	-7%	9%	-11%
CC(C)(C)NC(=O)C1CCCN(S(=O)(=O)c2cccc3cccnc23)C1 (stereo unspecified)	-27%	?	-4%
CCOC(=O)C1=C(C)N=c2s/c(=C/c3ccc(OCC(=O)O)cc3)c(=O)n2C1c1ccc(F)cc1 (stereo unspecified)	-4%	-4%	-21%
NC(=O)c1cccn1-c1ncc(C(F)(F)F)cc1Cl	-14%	-6%	-1%

The list goes on.
SMILES	TDP1 cell noCPT	DT40 TDP1 CPT	GCN5L2 inh
COC(=O)c1cccc(N/C=C(\[N+](=O)[O-])S(=O)(=O)c2ccccc2)c1	-25%	4%	1%
O=C(COC(=O)Cc1n[nH]c(=O)c2ccccc12)NNC(=O)c1ccc(Cl)cc1	23µM*	21µM*	2%
CCn1ncc(/C=C/C(=O)C2CC2)c1C	-14%	0%	1%
Cc1cc(=O)oc2cc(NC(=O)c3ccccc3OC(F)F)ccc12	-16%	11%	-4%
NC(=O)COc1cccc2cccnc12	9%	-3%	2%
COc1cccc(-n2ccnc2SCC(=O)N2CCc3ccccc32)c1	?	-29%	-2%
COc1ccc2c(c1)C(C)=CC(C)(C)N2C(=O)Nc1ccccc1	?	?	-9%
O=C(Nc1cccc(F)c1)NC1(C(=O)N2CCN3CCCC3C2)CCCCC1 (stereo unspecified)	4%	0%	2%
Cc1cc(OCC(=O)Nc2ccc(CN3CCOCC3)cc2)ccc1Cl	?	-74%	-2%
Cc1ccccc1OCCSCc1nc2ccccc2[nH]1	?	16µM*	0%
COc1ccc(NC(=O)CSc2ccc3nnc(-c4ccccn4)n3n2)c(OC)c1	2%	?	-19%
O=C(N=Nc1c(O)[nH]c2ccccc12)c1cccc(S(=O)(=O)N2CCCCC2)c1	1%	-13%	-6%
Cc1cc(NC(=O)CCN2CCN(Cc3ccccc3)CC2)ccc1Br	?	?	24%
O=C(Oc1ccc(-c2nnco2)cc1)N1CCCCC1	-9%	-1%	1%
